Assay outcomes: PubChem BioAssay, Sanford-Burnham Center for Chemical Genomics
GPR55 antagonists: inhibition of LPI-stimulated GPR55 beta-arrestin translocation – imaging, U2OS, beta-arrestin-GFP, LPI agonist, primary screen (AID 2013); U2OS GPR55 beta-arrestin-GFP translocation imaging, LPI antagonism; higher % means a stronger effect; inhibition, % at 10 µM, or IC50 in µM where a hit was titrated; 290,000 compounds, 0.13% hits;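 active means spots per cell inhibited over 60%, with over 100 cells counted and total cytoplasm intensity under 500,000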;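 further: U2OS cells stably carrying GPR55 and arrestin-GFP stimulated by 5 µM LPI near EC80; imaged beta-arrestin-GFP aggregate spots per cell after agonist stimulation; plate controls were LPI-stimulated DMSO wells for no effect and DMSO wells without LPI for full effect; some results filed as inactive read as strong as hits; confirmed hits need IC50 under 10 µM and bright autofluorescent wells are also inconclusive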
Siah-1 displacement: blockers of Siah-1 interaction with plectin peptide – biochemical, fluorescence polarization, rhodamine-plectin, uHTS, primary screen (AID 1817); Siah-1 / rhodamine-plectin peptide fluorescence polarization; higher % means a stronger effect; 290,000 compounds, 0.02% hits; displacement, % at 20 µM, or IC50 in µM where a hit was titrated;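 active means displacement of at least 50% at 20 µM, with a fluorescence ratio check between 0.3 and a set limit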;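 further: plate controls were Siah plus tracer with DMSO for no effect and tracer alone without Siah for full effect; strong numbers were not always called active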
AID2073: inhibitors of Mint1-CaV2.2 protein interaction, biochemical, HTRF (AID 2073); HTRF protein-protein interaction, Mint1-CaV2.2; higher % means a stronger effect; 290,000 compounds, 0.19% hits; one-dose inhibition, % at 20 µM; IC50 in µM for titrated hits; in the data active means inhibition mostly above about 51%, no sharp cut-off; further: some results filed as inactive read as strong as hits
GPR35 arrestin U2OS: GPR35 antagonists blocking zaprinast-driven arrestin recruitment, primary screen, imaging, U2OS, beta-arrestin-GFP, zaprinast agonist (AID 2058). U2OS GPR35 beta-arrestin-GFP translocation imaging, zaprinast antagonism; higher % means a stronger effect. inhibition, % at 10 µM, or IC50 in µM where a hit was titrated. 290,000 compounds, 0.052% hits;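 active means inhibition of at least 50% with at least 30 cells and total cytoplasm GFP at most 10,000,000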
NOD1 inhibition: NOD1 signaling inhibitors, primary screen, cell-based, luminescence, uHTS (AID 1578); inhibition, % at 4 µM; hits with a dose series show EC50 in µM; 290,000 compounds, 1% hits; NOD1-driven NF-kB luciferase reporter cells, luminescence; higher % means a stronger effect; in the data active means inhibition mostly above about 36%, no sharp cut-off; inactive means mostly below about 34%;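 further: HEK-293T reporter cells stimulated with the NOD1 agonist gamma-tri-DAP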
KOR beta-arrestin-1: kappa opioid receptor activators – cell-based, luminescence, uHTS, primary screen (AID 1777); KOR beta-arrestin recruitment, luminescence; higher % means a stronger effect; activation, % at 10 µM, or EC50 in µM where a hit was titrated; 280,000 compounds, 0.02% hits; in the data active means activation above about 50%, passing the limit was not always enough; further: a part of the inactive calls stands beside numbers as strong as those of hits
GPR55 activation: GPR55 agonists via beta-arrestin recruitment, primary screen, imaging, U2OS cells, beta-arrestin-GFP redistribution (AID 1961) | U2OS GPR55 beta-arrestin-GFP redistribution imaging; higher % means a stronger effect | activation, % at 10 µM; hits with a dose series show EC50 in µM | 290,000 compounds, 0.048% hits;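 active means activation above 40% with more than 50 cells counted in the well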;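 further: U2OS osteosarcoma cells stably expressing GPR55 and beta-arrestin-GFP; plate controls were DMSO negative control for no effect and LPI positive control for full effect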
HIV fusion peptide: inhibitors of HIV fusion peptide binding, primary screen, biochemical, uHTS, fluorescence dequenching (AID 1986) | cell-free peptide binding, fluorescence dequenching, 30 min; higher % means a stronger effect | 290,000 compounds, 0.3% hits | inhibition, % at 20 µM; hits with a dose series show IC50 in µM; in the data active means inhibition mostly above about 52%, no sharp cut-off; inactive means mostly below about 76%; further: some results filed as inactive read as strong as hits
KOR beta-arrestin-2: kappa opioid receptor blockers – cell-based, luminescence, uHTS (AID 1778) | KOR beta-arrestin recruitment, luminescence, antagonist mode; higher % means a stronger effect | one-dose inhibition, % at 10 µM; IC50 in µM for titrated hits | 290,000 compounds, 0.091% hits; in the data active means inhibition above about 50%; further: strong numbers were not always called active
Starred values were filed as active, the others as inactive; . = no result given; [ ] = remark or other dose.

GPR55 antagonists | Siah-1 displacement | AID2073 | GPR35 arrestin U2OS | NOD1 inhibition | KOR beta-arrestin-1 | GPR55 activation | HIV fusion peptide | KOR beta-arrestin-2 | SMILES
-5% | 7% | -21% | -8% | -20% | -6.1% | 0.5% | -2.2% | 2% | Cc1cccc(-n2c(CNC(=O)c3ccc(S(=O)(=O)N4CCCCC4)cc3)n[nH]c2=S)c1
10% | 4% | -8% | -16% | -34% | -0.5% | 0.0% | 0.5% | 23% | O=C(CSc1ncccc1C(=O)O)c1ccccc1F
4% | 4% | 16% | 8% | -50% | -1.5% | -0.4% | 2.3% | 1% | COC(=O)c1sccc1NC(=O)c1cnc2cc(C)nn2c1C
0% | 1% | 10% | -9% | 12% | -2.0% | -0.1% | -1.4% | 8% | Cc1cc(C)n2nc(-c3cnn(C)c3C(F)(F)F)c(Cl)c2n1
4% | 0% | 7% | -15% | -27% | 1.2% | -0.1% | 0.5% | -16% | CC(=O)c1cccc(NC(=O)C2CCN(C(=O)c3cccs3)CC2)c1
8% | -1% | -2% | -7% | -21% | 7.0% | 0.2% | -0.6% | -55% | O=C(Nc1cccc2ccccc12)C1CCN(C(=O)Cc2ccccc2)CC1
1% | 0% | 13% | 2% | -21% | 0.7% | 0.2% | 2.2% | 9% | NC(=O)C1CCN(CC(=O)Nc2cccc(C(=O)Nc3cccc(C(F)(F)F)c3)c2)CC1
6% | 10% | 9% | -11% | -6% | -0.2% | 0.5% | 1.0% | -8% | COc1ccc(N2CCN(C3CCCN(C(=O)C4=C(C)OCCO4)C3)CC2)cc1 (configuration not stated)
-2% | -4% | -2% | -6% | 14% | 8.3% | -0.1% | 1.8% | -30% | CCc1nnc(NC(=O)CCC(=O)N2CCN(Cc3ccc(OC)c(F)c3)CC2)s1
3% | 2% | -2% | 8% | -31% | . | -0.1% | 0.8% | -46%[20 µM] | O=C(CN1CCCCC1)NCC1(c2ccccc2)CCCC1
5% | 0% | 8% | 9% | 27% | 1.7% | 0.0% | -2.4% | -51%[20 µM] | c1ccc2c(CN3CCSCC3)cccc2c1
-11% | 7% | 11% | 3% | -30% | -3.4% | . | 0.1% | -25% | COc1cccc(OCC(=O)O/N=C(\N)c2ccncc2)c1
-3% | 8% | -8% | 6% | -26% | -0.1% | 2.6% | -0.8% | -40% | O=C(c1ccc(S(=O)(=O)NCC2CCCO2)cc1)N1CCN(c2cccc(Cl)c2)CC1 (configuration not stated)
6% | -8% | 1% | 4% | 11% | 5.7% | -0.2% | -0.4% | -87% | CCOC(=O)C1CSC(CC(=O)Nc2ccc(Cl)c(Cl)c2)C(=O)N1 (configuration not stated)
10% | 8% | 1% | -4% | -4% | 0.3% | 0.1% | -1.7% | 8% | O=C(NCc1cccc(C(F)(F)F)c1)c1cccc(S(=O)(=O)NCc2ccccc2)c1
-11% | 2% | 4% | 6% | 1% | 2.3% | 1.0% | 0.0% | -3% | CCC(C)NC(=O)c1cccc(C)c1 (configuration not stated)
8% | 0% | 6% | 13% | 20% | 3.9% | -0.1% | 5.1% | 0% | COC(=O)C1=NN(C(=O)c2ccc(Cl)cc2)C(O)(c2ccccc2)C1 (configuration not stated)
29% | -3% | 5% | -19% | -2% | -3.8% | 0.1% | 0.5% | 0% | Cc1cc(NC(=O)C2CC(=O)N(c3cccc(Cl)c3)C2)no1 (configuration not stated)
8% | -1% | 4% | 22% | 8% | -2.3% | -0.1% | -2.8% | 2% | COC(=O)Cn1nc(-c2ccccc2)n(-c2ccccc2)c1=S
9% | 25% | 15% | -12% | -10% | -0.1% | 0.2% | -3.7% | -14% | COc1ccc(NC(=S)N/N=C/c2cccn2Cc2ccccc2F)cc1
2% | 0% | 18% | 3% | -5% | -4.0% | 0.3% | 0.3% | 4% | CCn1c(SCC(=O)NCC2CCCO2)nc2cc(S(=O)(=O)N3CCCCC3)ccc21 (configuration not stated)
5% | -1% | 3% | -2% | -7% | -4.0% | -0.2% | 0.9% | -82% | Cc1ccc(NC(=O)C2CCCN(S(=O)(=O)c3cccnc3)C2)c(C)c1 (configuration not stated)
19% | -2% | 9% | 14% | 24% | 5.4% | 0.0% | -1.4% | 3% | COc1ccc(N(CC(=O)NCCSC2CCCCC2)S(=O)(=O)c2ccccc2)cc1OC
10% | 4% | -1% | 15% | -8% | 4.1% | -0.1% | -0.3% | 36% | O=C(Nc1c2c(nn1-c1ccccc1)CS(=O)(=O)C2)c1ccccc1Br
1% | 4% | 23% | -8% | -10% | 3.2% | -0.3% | 9.1% | 0% | CCOC(=O)c1c(NC(=O)COc2ncnc3ccccc23)sc(C(C)=O)c1C
-4% | 7% | -1% | 0% | -5% | -3.6% | -0.2% | 4.2% | -28%[20 µM] | NC(=O)CC(NC(=O)Cc1ccc(Cl)cc1)c1ccc(NCCOc2ccccc2)c([N+](=O)[O-])c1 (configuration not stated)
8% | 5% | -2% | 3% | -8% | 0.6% | 0.3% | 0.6% | 6% | Cc1cccc(OCC(=O)O/N=C(\N)c2ccc(Br)cc2)c1
13% | -2% | 6% | -2% | -16% | -2.7% | 0.2% | -1.2% | 22% | Cc1ccc(NC(=O)CSc2ccccn2)cc1S(=O)(=O)N1CCOCC1
-4% | 0% | -13% | -16% | -6% | 5.1% | 0.0% | -0.2% | -40% | Cc1ccc(S(=O)(=O)N(C)c2nc3ccccc3[nH]c2=S)cc1
7% | 0% | 6% | 9% | -2% | -1.1% | -0.1% | 1.1% | 28% | Cc1onc(-c2ccccc2)c1C(=O)Nc1nnc(-c2ccncc2)s1

Eleven of these compounds, set out differently:
Values run as follows: GPR55 antagonists | Siah-1 displacement | AID2073 | GPR35 arrestin U2OS | NOD1 inhibition | KOR beta-arrestin-1 | GPR55 activation | HIV fusion peptide | KOR beta-arrestin-2
Cc1cccc(-n2c(CNC(=O)c3ccc(S(=O)(=O)N4CCCCC4)cc3)n[nH]c2=S)c1
    -5% | 7% | -21% | -8% | -20% | -6.1% | 0.5% | -2.2% | 2%
O=C(CSc1ncccc1C(=O)O)c1ccccc1F
    10% | 4% | -8% | -16% | -34% | -0.5% | 0.0% | 0.5% | 23%
COC(=O)c1sccc1NC(=O)c1cnc2cc(C)nn2c1C
    4% | 4% | 16% | 8% | -50% | -1.5% | -0.4% | 2.3% | 1%
Cc1cc(C)n2nc(-c3cnn(C)c3C(F)(F)F)c(Cl)c2n1
    0% | 1% | 10% | -9% | 12% | -2.0% | -0.1% | -1.4% | 8%
CC(=O)c1cccc(NC(=O)C2CCN(C(=O)c3cccs3)CC2)c1
    4% | 0% | 7% | -15% | -27% | 1.2% | -0.1% | 0.5% | -16%
O=C(Nc1cccc2ccccc12)C1CCN(C(=O)Cc2ccccc2)CC1
    8% | -1% | -2% | -7% | -21% | 7.0% | 0.2% | -0.6% | -55%
NC(=O)C1CCN(CC(=O)Nc2cccc(C(=O)Nc3cccc(C(F)(F)F)c3)c2)CC1
    1% | 0% | 13% | 2% | -21% | 0.7% | 0.2% | 2.2% | 9%
COc1ccc(N2CCN(C3CCCN(C(=O)C4=C(C)OCCO4)C3)CC2)cc1 (configuration not stated)
    6% | 10% | 9% | -11% | -6% | -0.2% | 0.5% | 1.0% | -8%
CCc1nnc(NC(=O)CCC(=O)N2CCN(Cc3ccc(OC)c(F)c3)CC2)s1
    -2% | -4% | -2% | -6% | 14% | 8.3% | -0.1% | 1.8% | -30%
O=C(CN1CCCCC1)NCC1(c2ccccc2)CCCC1
    3% | 2% | -2% | 8% | -31% | . | -0.1% | 0.8% | -46%[20 µM]
c1ccc2c(CN3CCSCC3)cccc2c1
    5% | 0% | 8% | 9% | 27% | 1.7% | 0.0% | -2.4% | -51%[20 µM]

The list continues:
GPR55 antagonists | Siah-1 displacement | AID2073 | GPR35 arrestin U2OS | NOD1 inhibition | KOR beta-arrestin-1 | GPR55 activation | HIV fusion peptide | KOR beta-arrestin-2 | SMILES
-18% | 4% | -12% | -15% | -24% | -2.0% | -0.1% | 0.7% | 4%[20 µM] | CC(NC(=S)NCCN1CCOCC1)C12CC3CC(CC(C3)C1)C2 (configuration not stated)
0% | -4% | 12% | -5% | -10% | 2.2% | 0.0% | -1.4% | -30% | COC(=O)N1c2ccccc2CCc2ccccc21
-1% | -1% | 6% | -3% | -41% | . | -0.2% | -2.0% | -31% | O=C(COc1ccccc1)Nc1cccc2nsnc12
2% | -5% | -4% | -8% | -14% | 3.5% | -0.1% | -0.3% | -16% | CC1CCCCN1CC(O)COCc1ccccc1 (configuration not stated)
13% | 0% | 10% | -14% | 9% | 4.0% | 0.3% | 2.4% | 4% | COc1ccc(OC)c(NC(=O)CCN2CCN(CCO)CC2)c1
0% | -4% | 1% | -4% | 13% | 19% | 0.2% | 0.5% | 3% | CCCn1c(SCC(=O)NCc2cccs2)nc2c1c(=O)n(C)c(=O)n2C
8% | 3% | -2% | -2% | -22% | . | -0.1% | 0.1% | 7%[20 µM] | CCCC(c1nnnn1Cc1ccc(F)cc1)N1CCN(CC)CC1 (configuration not stated)
-4% | 1% | -5% | 3% | 31% | 5.1% | 0.4% | 3.4% | 20% | CCC(OC(=O)c1ccco1)C(=O)NCc1ccc(C)cc1 (configuration not stated)
4% | -2% | 9% | -15% | 6% | -1.3% | -0.2% | 0.1% | 20% | CC(Oc1ccccc1)C(=O)NC1CCCCCCC1 (configuration not stated)
6% | -5% | 7% | 18% | -14% | 2.9% | -0.1% | -0.6% | -53%[20 µM] | O=C(CN1C(=O)c2ccccc2C1=O)NCc1ccc(F)cc1
-14% | -2% | -16% | -17% | 21% | 6.7% | 0.1% | -1.2% | -40% | Cc1ccc(Cn2cc(SCC(N)=O)c3ccccc32)cc1
5% | 2% | 10% | 8% | -38% | -4.1% | -0.1% | 2.9% | 12% | COC(=O)c1cc(OC)c(OC)cc1NC(=O)CCCCCN1C(=O)CCC1=O
-11% | 7% | -1% | -13% | -23% | -2.2% | -0.3% | 2.3% | -18% | CC(C)(CO)Nc1nc(N2CCCC2)nc(N2CCCC2)n1
-7% | -4% | 13% | 15% | 26% | 10% | -0.1% | 1.2% | -12% | CCCN1CCC(Oc2cccc(C(=O)NCCc3ccccc3)c2)CC1
7% | 3% | 8% | 12% | -8% | -0.5% | -0.3% | 5.1% | 19% | O=C(CCN1C(=O)C2(OCCO2)c2ccccc21)c1ccccc1
8% | -2% | -6% | 13% | -12% | 2.6% | -0.1% | -2.1% | -29% | CCN(CC)CCN1C(=O)C(O)=C(C(C)=O)C1c1ccc(OC)c(OC)c1 (configuration not stated)
10% | 0% | 26% | 3% | -2% | 1.8% | 0.0% | -1.7% | -11% | Cc1nn(Cc2ccccc2)c(C)c1NC(=O)CSc1nc(-c2ccccc2)nc2c1cnn2-c1ccccc1

The list is partial; the hit share may differ from the screen's.
